# ADAM17 inh: ADAM17 inhibition, QFRET primary screen; P78536; recombinant ADAM17, EDANS/DABCYL FRET peptide cleavage; inhibition, % at 6.95 µM; actives 0.83% (n = 370,000);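 active means inhibition above the mean of compounds lying between control limits plus 3 SD, set per campaign, cut at about 8.5% in these data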;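 further: 0% = DMSO-only wells as the low control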
# PLCg1 inh: PLC-gamma1 (human) inhibition, primary screen. P19174. purified PLC-gamma1, fluorogenic substrate, fluorescence. inhibition, % at 12.2 µM. actives 0.84% (n = 370,000). AID 720700; in the data active means inhibition above about 9.5%
# Rev-erbA mod: Rev-erb alpha (human) modulation | activity, % at 10 µM | P20393 | AID 1259318 | Rev-erbα–FITC-DNA binding, fluorescence polarization, 90 min | actives 0.79% (n = 370,000);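 active means activity above about 14%, limit read from the data; passing the limit was not always enough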;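 further: 0% = DMSO wells with 35 nM protein and 100% = DMSO wells with 750 nM protein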
# hgDAF12 agonist: agonists of H. glycines DAF-12 nuclear receptor; HEK293 GAL4-hgDAF12 UAS-luciferase reporter, agonist luminescence; normalized to butyrate control; activation, % at 6.8 µM; actives 1.8% (n = 370,000); AID 687014;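 active means activation above a cutoff set at the mean of all screened compounds plus 3 SD, cut at about 10% in these data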;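 further: 0% = DMSO wells and 100% = sodium butyrate wells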
# DAX1 inh-1: DAX1 (NR0B1) inhibition, primary screen; HEK293T StAR-luciferase reporter, SF-1/DAX-1 repression relief; inhibition, % at 6.8 µM; actives 1.1% (n = 370,000); AID 652010;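 active means inhibition above the mean over all tested compounds plus 3 SD, cut at about 3.6% in these data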;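 further: 0% = DAX-1 cells with DMSO and 100% = cells lacking DAX-1 with DMSO; higher inhibition means more luminescence from relief of DAX-1 repression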
# ssDAF-12 act: S. stercoralis DAF-12 activation, primary screen. HEK293 ssDAF-12/GRIP1 lit1-tk-luc reporter, luminescence; % of 3 µM dafachronic acid response. activation, % at 6.8 µM. actives 1% (n = 370,000);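 active means activation above the mean over all tested compounds plus 3 SD, cut at about 0.9% in these data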;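 further: 0% = DMSO-only wells and 100% = 3 µM delta7-dafachronic acid wells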
# PLC-beta3 inh: blocks human PLC-beta3 enzyme activity. inhibition, % at 12.2 µM. Q01970. Purified PLC-beta3, fluorogenic substrate, fluorescence. actives 0.18% (n = 370,000); in the data active means inhibition above about 11%;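 further: 0% = median of compound wells on plate and 100% = full blocker control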
# SMARCA2 act: SMARCA2 function activation, primary screen; actives 1% (n = 370,000); MG213 cells, MMTV-luciferase reporter, dexamethasone, overnight; AID 652017; activation, % at 9.1 µM; in the data active means activation above about 7.8%;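 further: 0% = vehicle wells and 100% = reference activator wells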
# DAX1 inh-2: NR0B1 (DAX1) inhibition; HEK293 Gal4-DAX1 luciferase reporter, luminescence; inhibition, % at 6.75 µM; actives 0.99% (n = 340,000); AID 504766;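 active means inhibition above the mean over all tested compounds plus 3 SD, cut at about 4.2% in these data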;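 further: 0% = DAX1-transfected cells with DMSO and 100% = empty-vector control cells with DMSO; inhibition shows as a rise in luminescence from relieved DAX1 repression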
# hcDAF12 agonist: H. contortus DAF-12 activation, primary screen; HEK293 hcDAF-12 lit1-tk-luc reporter, luminescence; 0% DMSO, 100% Δ7-dafachronic acid; activation, % at 6.8 µM; actives 1.4% (n = 370,000);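 active means activation above the mean of all tested compounds plus 3 SD, cut at about 5.5% in these data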;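 further: 100% = response to 3 µM Δ7-dafachronic acid high control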
# MBD2 DNA inh: MBD2-methylated oligo binding inhibition; TR-FRET, MBD2 binding to methylated oligonucleotide; actives 0.31% (n = 370,000); inhibition, % at 4.4 µM; AID 686964; in the data active means inhibition above about 13%
# Active calls of the source: *; . = no result given.
SMILES,ADAM17 inh,PLCg1 inh,Rev-erbA mod,hgDAF12 agonist,DAX1 inh-1,ssDAF-12 act,PLC-beta3 inh,SMARCA2 act,DAX1 inh-2,hcDAF12 agonist,MBD2 DNA inh
COc1ccc(OCC(=O)NS(=O)(=O)c2ccc(Cl)cc2)cc1,-1,-3,-9,-1.1,-0.5,-1.1,-6,1,0.4,-1.2,2
CC1=C(C(=O)OCC(C)C)C23C(=O)c4ccccc4C2(O1)OC(N)=C3C#N (stereo not drawn),-4,-5,1,1.2,-0.1,-1.4,-7,3,1.4,-0.2,4
COc1ccc(CN2CCNC(=O)C2CC(=O)NCCc2nc(C)c3c(n2)CCC3)cc1C (stereo not drawn),-5,-7,-4,1.8,-0.1,-1.2,-13,5,0.9,-1.2,2
Cn1c(=S)c2[nH]c(SCC3CCCO3)nc2n(C)c1=O (stereo not drawn),-21,-9,1,-0.8,-0.1,-0.7,-7,1,-1.1,-2.3,3
Cc1cccc(C)c1OCc1cc(C(=O)NCC2COCCO2)no1 (stereo not drawn),-1,-1,3,3.1,2.0,-1.1,-2,-1,0.6,-1.0,2
Cc1ccc(C(=O)NCc2ccccn2)cc1S(=O)(=O)N1CCOCC1,-5,1,4,0.0,-0.3,-0.1,-3,-2,0.1,0.3,-2
COc1ccc(C(CNC(=O)CCNS(=O)(=O)c2ccc(C)cc2)N2CCOCC2)cc1 (stereo not drawn),-1,4,5,1.9,1.6,-0.7,-5,1,-1.2,-1.5,1
CN1CCN(C(=S)NC(=O)/C=C/c2ccccc2)CC1,-2,-3,4,0.9,-0.6,-1.4,-2,8.3*,-0.6,0.3,-2
O=C1/C(=C2\C(=O)N(Cc3ccc(F)cc3)c3ccccc32)SC(=S)N1CCS(=O)(=O)O,-1,2,-2,-1.5,0.2,-1.1,0,-2,-1.3,-1.7,-2
Cc1cccn2c(CN(C)C3CCOC3)c(C(=O)N3CCCCC3)nc12 (stereo not drawn),0,2,6,-1.4,0.3,-0.8,0,-2,4.3*,0.7,-5
CC(C)(C)NC(=O)Cn1c(-c2nonc2N)nc2ccccc21,-1,-2,2,0.0,0.2,-0.9,1,-1,0.5,-0.7,-4
Cc1nn(C(C)C)c(C)c1CN1CCCC(CCC(=O)NCc2ccccc2F)C1 (stereo not drawn),-4,-2,1,1.2,-0.2,-1.1,2,-7,-0.4,-0.9,3
CCCc1cc(=O)[nH]c(SCc2ccccc2Cl)n1,-1,-3,0,-2.1,-0.4,-0.7,-4,-3,-0.2,-0.7,-5
O=C(CCl)Nc1nc(-c2ccco2)c(-c2ccco2)s1,-3,-46,-32,-1.0,-1.5,-1.4,-53,7,-1.3,3.5,-1
COc1ccc(N2C(=O)C(Cl)=C(Nc3c(C)n(C)n(-c4ccccc4)c3=O)C2=O)cc1,-2,-12,.,1.6,0.0,-1.0,-10,-1,-0.4,-1.3,7
Cc1cc(C)cc(NC(=O)CCNC(=O)c2ccc([N+](=O)[O-])cc2)c1,3,10*,0,-4.7,-0.8,-1.5,-3,-4,-0.9,-2.6,1
C=CCCC(=O)N1C[C@@H](CO)[C@@H](NC)C[C@H]1c1ccccc1Br,-4,-1,0,1.7,-0.1,-0.6,0,-5,.,-1.5,-3
O=C(Nc1ccc(F)cc1F)c1csc(-c2ccccc2)n1,-3,9,3,8.3,0.2,0.0,-1,2,0.7,3.7,6
COc1ccc(CCCNC(=O)C2(C)Cc3c(-c4cccc(C(N)=O)c4)ccnc3O2)cc1 (stereo not drawn),-2,-2,-11,0.3,-1.1,-0.8,5,-4,.,-2.9,-3
CCC(=O)NCCc1nc2cc(NC(=O)c3cccs3)ccc2n1C,2,1,1,3.4,3.6*,-0.7,-3,4,0.1,2.5,0
O=C(O)c1ccc(CSc2nc(-c3ccccc3)cc(C(F)(F)F)n2)cc1,-2,1,2,-1.2,-0.1,-1.4,2,-6,-0.2,2.3,0
O=C(Nc1ccccc1)c1ccccc1OCc1ccc(F)cc1,-2,-1,1,2.7,-0.6,-1.4,-5,-1,1.6,-0.9,-1
CC(C)Oc1ccc(S(=O)(=O)N2CCOCC2)cc1NC(=O)CC1CCCC1,1,-6,-5,2.6,-0.9,-1.0,-6,0,0.2,-2.3,0
CCC(C)[C@H](NC(=O)[C@@H]1CSC2c3ccccc3C(=O)N21)C(=O)N1CCCCC1 (stereo partly drawn),0,-1,-2,-0.9,-0.3,-0.1,-2,4,0.5,-1.5,2
Cc1ccc(C(=O)C2=C(O)C(=O)N(CCCn3ccnc3)C2c2ccc(OC(C)C)cc2)o1 (stereo not drawn),-1,-4,-3,0.2,0.5,-0.7,-5,1,-0.4,-0.7,-2

# Single records, as listed above.
# Listed for COc1ccc(N2C(=O)C(Cl)=C(Nc3c(C)n(C)n(-c4ccccc4)c3=O)C2=O)cc1 → ADAM17 inh: -2; PLCg1 inh: -12; Rev-erbA mod: .; hgDAF12 agonist: 1.6; DAX1 inh-1: 0.0; ssDAF-12 act: -1.0; PLC-beta3 inh: -10; SMARCA2 act: -1; DAX1 inh-2: -0.4; hcDAF12 agonist: -1.3; MBD2 DNA inh: 7
# Listed for COc1ccc(CCCNC(=O)C2(C)Cc3c(-c4cccc(C(N)=O)c4)ccnc3O2)cc1 (stereo not drawn) → ADAM17 inh: -2; PLCg1 inh: -2; Rev-erbA mod: -11; hgDAF12 agonist: 0.3; DAX1 inh-1: -1.1; ssDAF-12 act: -0.8; PLC-beta3 inh: 5; SMARCA2 act: -4; DAX1 inh-2: .; hcDAF12 agonist: -2.9; MBD2 DNA inh: -3
# Listed for COc1ccc(CN2CCNC(=O)C2CC(=O)NCCc2nc(C)c3c(n2)CCC3)cc1C (stereo not drawn) → ADAM17 inh: -5; PLCg1 inh: -7; Rev-erbA mod: -4; hgDAF12 agonist: 1.8; DAX1 inh-1: -0.1; ssDAF-12 act: -1.2; PLC-beta3 inh: -13; SMARCA2 act: 5; DAX1 inh-2: 0.9; hcDAF12 agonist: -1.2; MBD2 DNA inh: 2

# Single values from above:
# Under DAX1 inh-1, `CCC(C)[C@H](NC(=O)[C@@H]1CSC2c3ccccc3C(=O)N21)C(=O)N1CCCCC1` (stereo partly drawn) has the entry -0.3
# Under DAX1 inh-1, `Cc1cccn2c(CN(C)C3CCOC3)c(C(=O)N3CCCCC3)nc12` (stereo not drawn) has the entry 0.3
# Under hgDAF12 agonist, `Cc1ccc(C(=O)C2=C(O)C(=O)N(CCCn3ccnc3)C2c2ccc(OC(C)C)cc2)o1` (stereo not drawn) has the entry 0.2

# The results go on.
SMILES,ADAM17 inh,PLCg1 inh,Rev-erbA mod,hgDAF12 agonist,DAX1 inh-1,ssDAF-12 act,PLC-beta3 inh,SMARCA2 act,DAX1 inh-2,hcDAF12 agonist,MBD2 DNA inh
COc1ccc(NC(=O)CSCc2ccc([N+](=O)[O-])cc2)cc1OC,-6,1,-5,-1.0,0.2,-0.7,-2,-3,-1.5,-0.9,3
COc1cccc(/C=N/n2c(=O)[nH]c3ccccc32)c1OC,0,0,6,2.1,1.3,-1.2,3,5,4.9*,0.2,-7
CC(=O)Nc1ccc(-c2csc(Nc3cccc(C)n3)n2)cc1,-1,1,0,11*,2.5,-0.4,-9,-2,2.7,0.9,-1
CCOc1ccc(C(=O)CCC(=O)Nc2ccc(C)c(S(=O)(=O)N3CCCCC3)c2)cc1,9.1*,2,-3,-3.9,-4.3,-1.6,-1,-2,-0.8,-2.1,1
OC(CNCc1ccc2c(c1)OCO2)COc1ccc(F)cc1 (stereo not drawn),0,2,-6,0.7,0.3,-1.5,-7,0,2.7,-0.2,-3
Cc1cc(C)nc(SCC(=O)NNC(=O)c2ccccc2C)n1,-3,-2,3,0.4,-0.1,-1.6,-7,-1,1.2,-1.7,-5
O=C(NC(=S)Nc1ccc(O)cc1)c1ccccc1Cl,3,0,2,6.5,1.8,-1.3,5,2,0.9,1.8,-4
CCOc1ccc2nc(SCC(=O)Nc3ccc4[nH]c(=O)[nH]c4c3)[nH]c2c1,-2,-1,3,-0.5,-0.3,-1.0,-8,2,-0.5,-0.3,-5
NNC(=O)c1oc2nc(-c3ccc(Cl)cc3)cc(-c3ccccc3)c2c1N,-24,-320,-6,-1.6,-0.1,-1.4,-426,-3,0.7,-1.2,10
CC1(CCC(=O)O)C(=O)CCC2C1CCC1(C)C2CCC1(C)O (stereo not drawn),-3,3,-3,3.2,0.9,-1.2,2,1,-1.4,1.1,0
CCOc1c(Br)cc(C(=O)N2CCCN(C)CC2)cc1OC,1,0,-3,1.9,-0.5,-1.2,-6,0,-0.2,-0.4,0
CSCCC(C(=O)Nc1c(C)cccc1C)N1CCN(c2ccc(C(F)(F)F)cn2)CC1 (stereo not drawn),0,6,-3,2.2,-0.3,-1.2,4,1,.,1.0,3
CN(C)S(=O)(=O)c1ccc2c(c1)nc(CCC(=O)O)n2C,-1,0,-1,4.0,-0.5,-1.0,-1,-3,0.0,1.1,3
CCOC(=O)c1cc(-c2ccc(N3CCOCC3)cc2)nn1-c1ccc(F)cc1F,2,-15,5,-3.7,-1.6,-2.1,-13,1,-2.0,-3.2,6
CCOc1cc(/C=N/Nc2nc(C)cc(=O)[nH]2)ccc1O,1,-2,-4,-1.2,-0.7,-0.2,-7,-2,1.1,0.9,1
O=C(Cc1c(F)cccc1Cl)OCC(=O)c1ccc[nH]1,-3,0,-5,-0.1,-0.7,-0.8,-1,0,1.6,0.6,-9
COC(=O)[C@H](CC(C)C)N1Cc2cc(OC)cc(OC)c2-c2ccccc2S1(=O)=O,-16,-9,7,1.1,-0.1,-0.9,-12,-2,-0.1,-1.3,3
CCCCOC(=O)/C(=C/c1cn(C)c2ccccc12)NC(=O)c1ccc(OC)cc1,0,0,-2,1.9,-0.5,-1.2,-2,-3,0.8,-0.9,1
CCN(CC)CCC(C)OC(c1ccccc1)c1ccccc1 (stereo not drawn),-5,-2,-1,1.7,0.3,-1.1,-1,-4,0.5,0.3,4
Cc1n[nH]c(C)c1N=Nc1cc(Cl)ccc1Cl,3,5,-8,0.1,0.5,-1.6,4,0,2.0,-1.9,-2
C[C@H](O)[C@@H]1C(=O)N2CCc3c([nH]c4c(-c5ccccc5)cccc34)[C@@H]2C[C@@H]1N(C)C(=O)NC1CCCCC1,-55,-46,4,2.9,0.5,-1.1,-64,-3,.,-1.8,-6
O=C1NN(c2ccccc2)C(=O)/C1=C\c1ccc2c(c1)OCO2,1,2,-4,2.4,-0.1,-1.2,-6,-2,1.9,-0.3,-1
CCCCS(=O)c1snnc1C (stereo not drawn),1,1,1,0.0,-0.4,-1.6,1,0,0.2,-2.6,-5
C/C(=N\NC(=S)NC(C)C)c1ccco1,-1,1,-5,0.9,-0.4,-1.6,0,6,-0.5,1.3,2
COc1ccccc1CN(C)C(=O)c1ccccc1Sc1ccccc1C#N,0,-2,-4,0.7,1.0,-0.9,-7,-1,0.2,-0.2,3
Cc1c(CC(=O)O)c(=O)oc2cc(OCc3nn[nH]n3)ccc12,-315,-99,8,1.0,0.7,-1.0,-121,0,-0.6,-0.6,-3
COc1ccc(NS(=O)(=O)c2nnc(NC(=O)c3ccccc3F)s2)cc1,2,-11,-3,0.6,-0.5,-1.0,-15,-3,1.1,0.9,1
O=c1oc2cc(O)ccc2c2ccccc12,2,-399,-5,0.3,0.5,-1.7,-411,1,-0.2,-0.3,5
CC1CC(C)CN(C(=O)CSc2nnc3ccccn23)C1 (stereo not drawn),-8,1,-12,3.6,0.2,-1.2,-7,-4,1.1,-0.1,-6
